# RAD52 anneal inh – RAD52 DNA annealing inhibitors, primary screen, biochemical, FRET, single point, set 2 | DNA repair protein RAD52 homolog (Homo sapiens), P43351 | recombinant RAD52 DNA annealing, FRET fluorescence | inhibition, % at 18.7 µM | actives 0.46% (n = 360,000) | AID 651710, 2012;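 active means every replicate showing at least 50% inhibition; inconclusive means mean inhibition at least 50% but not in every replicate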
# Target sequence (P43351 whole entry, looked up): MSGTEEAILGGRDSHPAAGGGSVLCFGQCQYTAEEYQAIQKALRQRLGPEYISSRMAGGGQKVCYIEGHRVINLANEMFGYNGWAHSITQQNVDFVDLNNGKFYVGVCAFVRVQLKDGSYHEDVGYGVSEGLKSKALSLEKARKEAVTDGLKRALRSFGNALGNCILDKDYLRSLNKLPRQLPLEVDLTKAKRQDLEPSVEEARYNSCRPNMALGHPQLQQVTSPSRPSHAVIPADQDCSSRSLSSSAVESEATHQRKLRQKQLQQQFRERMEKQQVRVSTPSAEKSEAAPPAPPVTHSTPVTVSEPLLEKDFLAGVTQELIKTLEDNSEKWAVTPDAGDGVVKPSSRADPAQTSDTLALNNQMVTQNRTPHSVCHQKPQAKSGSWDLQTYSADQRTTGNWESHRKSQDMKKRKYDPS
# E-selectin induc – E-selectin induction in HUVECs, primary screen, imaging, HUVEC, immunofluorescence imaging, single point. P16581. normalized: neutral wells 0, TNF-alpha wells 100. activation, % at 7.58 µM. actives 0.37% (n = 260,000). AID 686992, 2013;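 active means mean E-selectin-positive cell signal at least 10% of the positive control, reached in at least 60% of replicates, without over 20% cell loss; inconclusive means no rule given, readout overlaps actives, possibly toxicity-flagged; inactive means the rest, including those meeting only one limit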;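 further: in these data hits start at about 27%; measured in HUVEC primary endothelial cells; signal is the percent of cells scored E-selectin positive by PE staining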
# Target sequence (P16581 whole entry, looked up): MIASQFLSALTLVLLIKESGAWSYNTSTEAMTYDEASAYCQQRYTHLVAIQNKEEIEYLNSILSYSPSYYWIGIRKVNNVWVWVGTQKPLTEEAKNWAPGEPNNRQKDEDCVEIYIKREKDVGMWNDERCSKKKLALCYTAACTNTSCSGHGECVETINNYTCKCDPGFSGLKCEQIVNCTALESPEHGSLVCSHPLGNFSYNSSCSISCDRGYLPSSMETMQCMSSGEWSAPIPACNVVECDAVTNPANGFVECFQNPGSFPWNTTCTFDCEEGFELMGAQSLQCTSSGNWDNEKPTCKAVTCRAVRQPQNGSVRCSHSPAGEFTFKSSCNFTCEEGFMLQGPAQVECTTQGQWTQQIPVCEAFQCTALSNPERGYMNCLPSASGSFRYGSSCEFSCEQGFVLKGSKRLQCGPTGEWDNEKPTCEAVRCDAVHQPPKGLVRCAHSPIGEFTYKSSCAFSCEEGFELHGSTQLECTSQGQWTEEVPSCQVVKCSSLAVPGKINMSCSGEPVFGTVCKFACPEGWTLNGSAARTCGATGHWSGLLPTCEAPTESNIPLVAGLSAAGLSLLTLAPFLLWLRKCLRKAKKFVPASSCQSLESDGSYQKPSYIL
#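 Test system – human umbilical vein endothelial cells (HUVEC), E-selectin induction · Input – 3,000 HUVEC seeded per well · Buffer or medium – EGM-2, gelatin · Compound dosing – single-point compound dose · Detection – immunofluorescence imaging · Measure – percent E-selectin-positive cells · Controls – TNF-alpha high, DMSO low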
# INS-1E GSIS act – GLuc luminescence reporter in INS-1E cells, primary screen for activators of glucose-dependent secretion of insulin; INS-1E GLuc reporter insulin secretion, 2-3 h; activation, % at 16.6 µM; actives 0.61% (n = 370,000);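 active means lowest replicate activation of at least 40%, so every replicate reaches that level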;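 further: 0% = median of neutral control wells and 100% = median of IBMX positive control wells; some compounds called inactive have numbers as strong as hits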
# CASP6 VEID inh – human caspase-6 inhibitors, primary screen, biochemical, VEID-R110 fluorescence, single point, set 2; actives 0.53% (n = 350,000); inhibition, % at 12.5 µM; purified caspase-6, Z-VEID-R110 cleavage fluorescence; P55212; AID 686996, 2013;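 active means mean inhibition across replicates at least about 35%, with every replicate also reaching that limit, limit read from the data; inconclusive means only one of the two criteria met; inactive means neither criterion met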;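 further: 0% = median of neutral control wells and 100% = no fluorescence left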
# RAD54 branch – inhibitors of human RAD54 branch migration, primary screen, biochemical, fluorescence, single point; DNA repair and recombination protein RAD54-like (Homo sapiens), Q92698; RAD54 Holliday junction branch migration, FAM/BHQ fluorescence; inhibition, % at 10.4 µM; actives 0.14% (n = 360,000);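 active means mean normalized replicate activity at least 40 and at least half of replicates scoring 40 or more; inconclusive means only one of the two criteria met; inactive means mean below 40 and under half of replicates reaching 40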;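 further: 0% = median of neutral control wells and 100% = median of positive control wells; inhibitors cause a drop in the FAM fluorescence signal; in these data hits start at about 50%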
# F508del corr – F508del CFTR correction, initial screen, CFBE line, single point. CFBE cells, YFP halide quenching; stimulated with forskolin plus potentiator P3; % fluorescence drop versus neutral controls. activity (quench increase), % at 7.58 µM. actives 0.36% (n = 350,000). AID 720511, 2013;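 active means mean added fluorescence quench of at least 8% versus neutral control, with both replicates also reaching 8%; inconclusive means only one of the mean or replicate conditions met; inactive means mean below 8% and not both replicates reaching 8%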;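 further: cells transiently co-express mutant CFTR-F508del with the halide-sensitive YFP; corrector assay measuring rescue of mutant channel to the surface after 24 h compound exposure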
# XiGFP reactiv – activators of inactive X chromosome reactivation, primary screen, imaging, XiGFP fibroblasts, GFP high-content imaging, set 2. XiGFP mouse fibroblasts, % GFP-positive cells imaging, 3 d; cells co-treated with 5-aza-dC sensitizer; scaled so ellipticine positive control = 100%. AID 743238, 2013. activation, % at 7.58 µM. actives 0.055% (n = 360,000);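 active means mean normalized replicate activation at least 10% and every replicate at or above 10%; inconclusive means only one of the two criteria met; inactive means mean below 10% and not all replicates reach 10%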;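 further: 0% = median of on-plate neutral control wells and 100% = ellipticine 6 µM median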
#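 Material: XiGFP fibroblasts, SV40-immortalized. Buffer or medium: DMEM plus 5-aza-dC sensitizer. Compound: single concentration per compound, delivered by pin transfer. Times: 3 days compound exposure. Controls: ellipticine 6 µM.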
# DENV2 CPE – inhibitors of DENV2 cytopathic effect, primary screen, cell-based, plate reader, single concentration. actives 1.7% (n = 350,000). DENV2-infected cells, cytopathic effect rescue. AID 651640, 2012. CPE inhibition, % at 9.99 µM; in the data active means CPE inhibition above about 20%, passing the limit was not always enough; inconclusive means no clear call, values can overlap the other calls; tested in BHK-21 cells;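 further: 0% = median of neutral control wells and 100% = median of positive control wells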
# * hit, by the source's call; ? = inconclusive; . = not tested or not shown; & = joins results of further samples.
SMILES,RAD52 anneal inh,E-selectin induc,INS-1E GSIS act,CASP6 VEID inh,RAD54 branch,F508del corr,XiGFP reactiv,DENV2 CPE
Cn1c(=O)c(C(=O)CN2CC(=O)Nc3ccccc32)c(N)n(Cc2ccccc2)c1=O,-19,3.6,0,-7,-1,-2.8,0.0,-4
C[C@H]1CN([C@@H](C)CO)C(=O)Cc2cc(NC(=O)Nc3ccc4c(c3)OCO4)ccc2O[C@H]1CN(C)Cc1ccccc1,-2,0.0,-19,-2,4,1.2,0.0,46*
C[C@H]1CCCCO[C@@H](CN(C)C(=O)Nc2ccc(F)cc2)[C@@H](C)CN([C@@H](C)CO)C(=O)c2cc(NC(=O)C3CCCCC3)ccc2O1,12,0.1,-9,-1,-6,0.9,-1.1,-3
CC1=C(C(=O)OCc2ccccc2)C(c2ccc3ccccc3c2)NC(=O)N1CCCCCC(=O)O (stereo not drawn),-3,1.5,.,4,.,-2.3,0.0,16
Brc1ccc(OCCOc2cccc3cccnc23)cc1,-23,-0.1,.,1,.,.,0.4,-2
CC(C)CN(C(=O)COc1cccc(-n2cnnn2)c1)C1CCS(=O)(=O)C1 (stereo not drawn),-19,1.1,10,-1,-1,0.1,-0.2,14
CCOc1cc(/C=N/NC(N)=O)cc(Br)c1OCc1ccccc1F,.,-0.6,-4,.,3,.,0.1,.
CC(=O)Nc1cccc(C(=O)N(Cc2ccccc2)Cc2ccccc2)c1,1,.,3,3,2,-2.5,0.1,11
COc1ccc(-n2c(Cc3cccn3C)nnc2SCC(=O)NC2CCCCC2)cc1,-85,0.0,-10,1,5,-1.1,0.1,1
CC1CCCC(NC(=O)CSc2ncnc3ccccc23)C1C (stereo not drawn),-25,-0.1,-18,-2,10,-1.1,-0.1,5
O=C(C[C@@H]1C=C[C@H](NC(=O)C2CCC2)[C@@H](CO)O1)NCCCN1CCOCC1,-12,-0.3,10,-7,1,-0.8,0.1,-1
C[C@@H]1CCCCO[C@H](CN(C)C)[C@H](C)CN([C@@H](C)CO)C(=O)c2cc(NC(=O)c3ccncc3)ccc2O1,.,-0.1,13,.,.,-1.3,0.0,.
Cc1cccc(/C=C2/Sc3ccc(C(=O)NCCCN4CCOCC4)cc3NC2=O)c1,-8,.,5,4,-4,1.7,0.0,12
COc1ccc(C(=O)NCC2CCCO2)cc1S(=O)(=O)NCc1ccc(Cl)cc1 (stereo not drawn),-6,0.2,0,0,15,5.0,0.2,10
Cc1ccccc1-c1noc(-c2ccccc2C(=O)NCC2CCCO2)n1 (stereo not drawn),4,10,11,-1,.,-1.5,0.4,16
CCNC(=O)C[C@H]1CC[C@@H]2[C@@H](COc3ccc(NC(=O)Nc4ccccc4F)cc3C(=O)N2C)O1,1,-0.1,-2,1,3,0.1,0.2,-7
CC(C(=O)N1CCCC1)N1CCN(S(=O)(=O)c2ccc(OC(F)(F)F)cc2)CC1 (stereo not drawn),-1,.,1,-3,4,0.4,0.0,-5
CC(=O)Nc1cccc(-c2ccnc3c2CC(C(=O)NCc2ccncc2)O3)c1 (stereo not drawn),4,-0.1,.,-8,0,-4.5,0.1,-8
COc1ccccc1CCC(=O)OCC(=O)NC1CCCCC1,-3,.,14,1,12,-1.2,0.1,?
Oc1ccc(Nc2nc(-c3ccccc3)nc3ccccc23)cc1,3,.,-32,2,23,.,.,.

# Three compounds already listed, arranged by their value in DENV2 CPE, high to low.
SMILES	DENV2 CPE
CC(C)CN(C(=O)COc1cccc(-n2cnnn2)c1)C1CCS(=O)(=O)C1 (stereo not drawn)	14
CC(C(=O)N1CCCC1)N1CCN(S(=O)(=O)c2ccc(OC(F)(F)F)cc2)CC1 (stereo not drawn)	-5
CCNC(=O)C[C@H]1CC[C@@H]2[C@@H](COc3ccc(NC(=O)Nc4ccccc4F)cc3C(=O)N2C)O1	-7

# Later entries
SMILES,RAD52 anneal inh,E-selectin induc,INS-1E GSIS act,CASP6 VEID inh,RAD54 branch,F508del corr,XiGFP reactiv,DENV2 CPE
COCCNC(=O)c1cc2c(c(-c3cccc(-c4cccc(OC)c4)c3)n1)[C@H](CCO)N(S(=O)C(C)(C)C)C2 (stereo partly drawn),-36,-1.5,0,0,-12,-1.7,0.1,-8
C[C@@H]1CN([C@@H](C)CO)C(=O)CCCn2nncc2CO[C@H]1CN(C)C(=O)Nc1cccc(C(F)(F)F)c1,-7,-0.1,-12,0,5,-2.3,0.1,-2
COc1cccc(C(=O)c2ccncc2C(=O)O)c1OC,-6,0.2,3,1,6,0.6,0.0,2
CCOC(=O)C1(Cc2cccc(Cl)c2)CCCN(C(=O)CCOC)C1 (stereo not drawn),3,-1.3,2,1,6,0.6,0.0,-6
O=C(Nc1ccc(S(=O)(=O)Nc2ncccn2)cc1)c1cccc([N+](=O)[O-])c1,-7,0.0,-2,0,-2,-1.8,0.0,71*
CC1(C)CC(=O)C2=C(C1)NC(=O)CC2c1ccc(N(CCC#N)CCC#N)cc1 (stereo not drawn),-15,.,6,5,3,-3.3,.,5
CCCCn1nc2cc(C(=O)NC3CCc4ccccc43)ccc2c1OCC (stereo not drawn),-8,0.1,.,4,-5,-2.6,0.0,.
Cc1occc1-c1nnc(SCC(=O)N2CCCC(C)C2)o1 (stereo not drawn),-27,.,-3,4,-13,-2.3,0.0,2
CC(C)c1ccc(C(=O)Nc2ccc(S(=O)(=O)NC3=NCCCCC3)cc2)cc1,-32,0.4,.,3,-3,-1.5,0.0,1
Cc1ccc(S(=O)(=O)Nc2cccc(S(=O)(=O)N3CCCC3)c2)cc1C,-8,0.0,-22,2,1,0.3,0.0,-3
COc1ccc(CN2C(=O)c3ccccc3C2=O)cc1C(=O)Nc1ccccc1N1CCOCC1,-5,1.0,.,8,.,-1.5,0.1,-3
CCN1[C@H](C(=O)NC2Cc3ccccc3C2)[C@@H](CO)[C@@H]2Cn3c(cccc3=O)[C@@H]21,-8,-0.1,4,-2,9,.,0.2,-11
O=C(C[C@H]1CC[C@@H]2[C@H](COC[C@@H](O)CN2Cc2nccs2)O1)NCc1ccccc1Cl,-13,0.2,0,-1,15,4.0,0.3,7
COc1cccc(C#Cc2ccc3c(c2)[C@@H]2[C@@H](CCN2C(=O)CC2CC2)[C@H](CO)N3)c1,-38,0.2,9,0,.,1.8,0.0,-1
N#C[C@H]1N[C@@H](CO)[C@@H]1c1ccc(C2=CCCC2)cc1,-21,.,.,-2,0,-2.8,.,-15
O=C1N=C(N2CCCCC2)S/C1=C\c1ccc(Br)cc1,-2,.,-8,35,-2,1.6,0.1,-5
Cn1cc(CN2CCC(n3nccc3NC(=O)c3ccc4c(c3)OCO4)CC2)cn1,18,.,8,-33,-8,-1.9,0.0,-18
COc1ccc(-c2ccc(NC(=O)c3ccc(Br)o3)cc2)nn1,-5,.,9,3,-12,1.6,0.2,?
O=C1CCCCC1C(O)(C(=O)c1ccccc1)c1ccccc1 (stereo not drawn),-20,0.8,-4,-3,-7,-0.4,0.3,8
O=C(Cc1c(F)cccc1Cl)OCC(=O)N1CCN(c2ccccc2)CC1,-17,.,-1,1,-7,-0.1,0.2,3
COc1ccc(C(=O)NCCCN2CCCC2=O)cc1S(=O)(=O)N1CCOCC1,-32,-0.1,20,-3,-4,-2.7,0.0,-10
COc1ccccc1S(=O)(=O)N1C[C@@H]2N[C@H](C1)C2c1ccc(-c2ccccc2C)cc1 (stereo partly drawn),.,0.0,3&6,.,.,-1.8,0.1&0.0,-4
Cc1c(C(=O)NCc2ccc3c(c2)OCO3)sc(=O)n1Cc1ccc(S(=O)(=O)N(C)C)cc1,-31,.,-1,-1,-2,3.4,0.1,-9
Cc1ccc(NC(=O)Cn2nc(-c3ccccc3)nc2-c2ccccc2)c(C)c1,-6,2.7,11,-3,.,.,0.0,-3
CC(C)NC(=O)C(C)N1CCN(S(=O)(=O)c2ccc3ccccc3c2)CC1 (stereo not drawn),-6,.,-4,-1,.,-3.4,0.0,2
O=C1CN(Cc2ccc(F)cc2)C[C@@H]2[C@@H](c3ccc(Br)cc3)[C@@H](CO)N12,12,0.5,-18,-1,.,6.2,0.2,-9
CC(=O)Nc1cccc(NC(=O)CSc2ccc(-c3cccnc3)nn2)c1,-25,14,9,5,.,-0.4,0.1,2
O=C(C[C@@H]1C=C[C@@H](NC(=O)c2ccc(F)cc2)[C@@H](CO)O1)NCCc1ccccc1,-9,-0.3,-2,3,4,0.0,-0.1,9
COC(=O)c1c(C)[nH]c(C(=O)CC#N)c1C,-82,.,0,-1,0,3.4,0.0,5
CCN(CC)S(=O)(=O)c1ccc(NS(=O)(=O)c2ccc(O)c([N+](=O)[O-])c2)cc1,.,-0.5,8,.,-9,.,0.1,.
COc1cccc(N2CC(NC(=O)c3cccc4ccccc34)CC2=O)c1 (stereo not drawn),-1,-1.1,7,2,.,0.4,0.0,-3
C=CCOc1ccc(/C(O)=C2/C(=O)C(=O)N(CCCn3ccnc3)C2c2ccco2)cc1 (stereo not drawn),-14,.,-5,-4,-7,-2.6,0.1,2
Cc1nn(C)cc1S(=O)(=O)N1CCN(Cc2ccccc2Cl)CC1,-16,.,-2,2,.,1.1,0.0,-5
CCOc1ccc(-c2cccc(NS(=O)(=O)c3ccccc3[N+](=O)[O-])c2)nn1,-26,1.3,29,0,13,-0.9,-0.1,4
C/C(=N\NC(=O)c1cc(C)nc2ccccc12)c1cccc(Cl)c1,2,.,16,4,16,1.1,0.0,1
Cc1cc(C)n2nc(C(=O)OCC(=O)Nc3ccc(C)c(F)c3)nc2n1,-17,0.4,-2,-3,9,-1.3,0.0,-6
COc1ccc([N+](=O)[O-])cc1Nc1c2ccccc2nc2ccccc12,-7,3.7,-2,-1,7,13*,1.3,4
COc1ccc(NC(=O)COC(=O)CN2C(=O)c3ccccc3C2=O)cc1,-5,0.3,12,3,-7,1.7,0.2,0
CCCC#Cc1ccc([C@H]2[C@@H](CO)N3C(=O)CN(S(=O)(=O)Cc4ccccc4)C[C@@H]23)cc1,2,-0.6,0,1,.,1.3,0.3,11
COC(=O)c1sc(NC(=O)c2c(C)noc2C)nc1C,-9,-0.1,29,0,3,5.7,0.0,-1
CCCCNC(=O)C1CCC(CNc2c(N3CCC(C)CC3)c(=O)c2=O)CC1 (stereo not drawn),-10,2.6,5,0,.,-2.1,-0.1,4
C[C@H]1CN([C@@H](C)CO)C(=O)c2cccc(NS(=O)(=O)c3cccs3)c2O[C@@H]1CN(C)S(=O)(=O)c1ccc(Cl)cc1,-10,1.5,0,0,-1,-1.5,0.5,9
CC(C)c1ccc(COC(=O)CN2C(=O)NC3(CCCCC3C)C2=O)cc1 (stereo not drawn),-6,0.3,-2,20,2,2.5,-0.1,0
Brc1ccc2[nH]c3nc(SCCN4CCOCC4)nnc3c2c1,-7,.,-4,2,-6,-2.1,0.1,7

# High-throughput results (PubChem BioAssay)
